TDP43 rescue: TDP-43 toxicity inhibition in yeast | TDP-43 expressing yeast growth rescue, BacTiter-Glo, 24 h | Potency, µM (titrated, usually from 46.1 µM), for inactives: top-dose growth rescue (activation), usual class: activators | 410,000 tested, 1.8% active | AID 652104; also: % of control where 0% means no effect; nearly all actives have a fitted effect of over 50% in size
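Cell-based yeast growth screen: TDP-43 expression induced in galactose, inoculum OD600=0.02 after raffinose pregrowth to mid-log. Read-out BacTiter-Glo luminescence at 24 hr, 30 deg C; inhibition of toxicity seen as signal increase.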
KB-V1 MDR tox: KB-V1 MDR subline cytotoxicity. KB-V1 MDR cells viability, CellTiter-Glo, 72 h. Potency, µM (series often up to 46.1 µM), for the others: at the top dose activity change, negative = cytotoxicity, hits mostly cytotoxic. 400,000 tested, 3.4% active; also: % is scaled to controls: 0 for no effect and ±100 for the full control effect; nearly all actives have a fitted effect of over 60% in size
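Following 72 h at 37 degrees C with compound, KB-V1 cell viability was read by CellTiter-Glo luminescence, medium being phenol-red-free DMEM plus 10% FBS; concentration-response parameters came from normalized, curve-fitted qHTS data.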
GLP1R ag: agonists of human GLP-1 receptor. P43220. HEK293 GLP-1R CRE-luciferase, luminescence, 4-6 h; cells express a hypersensitive GLP-1R form. Potency, µM (top dose mostly 45.6 µM), without a hit: at the top dose activation, most hits filed as activators. 380,000 tested, 0.007% active; also: % of control where 0% means no effect
Target sequence (P43220 whole entry, looked up): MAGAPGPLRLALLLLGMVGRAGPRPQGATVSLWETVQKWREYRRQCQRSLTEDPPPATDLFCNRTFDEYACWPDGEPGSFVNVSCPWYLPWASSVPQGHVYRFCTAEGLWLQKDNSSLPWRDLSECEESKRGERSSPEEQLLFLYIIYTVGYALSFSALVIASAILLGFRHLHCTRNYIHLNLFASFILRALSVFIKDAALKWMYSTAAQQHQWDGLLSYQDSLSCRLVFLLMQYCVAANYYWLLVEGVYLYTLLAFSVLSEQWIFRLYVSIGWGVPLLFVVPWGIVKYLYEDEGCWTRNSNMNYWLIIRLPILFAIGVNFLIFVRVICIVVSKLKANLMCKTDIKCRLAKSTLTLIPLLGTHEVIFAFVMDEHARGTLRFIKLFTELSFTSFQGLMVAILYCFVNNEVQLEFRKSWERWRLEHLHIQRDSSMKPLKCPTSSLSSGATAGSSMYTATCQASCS
GLP-1R inv ag: acts as inverse agonist at human GLP-1 receptor; P43220; 410,000 tested, 1.6% active; HEK293 GLP-1R CRE-luciferase, luminescence, 24 h; GLP-1R form is constitutively active; AID 624417; Potency, µM (top dose mostly 38.3 µM), without a hit: at the top dose activity change, negative = inhibition, actives largely listed as inhibitors; also: % is scaled to controls: 0 for no effect and ±100 for the full control effect; nearly all actives have a fitted effect of over 55% in size
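Inverse agonists were sought by their lowering of basal cAMP reporter luciferase output in HEK293 cells stably carrying constitutively active human GLP-1R, after 24 h compound treatment.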
HT1080-NT tox: kills 2HG-producing HT-1080-NT fibrosarcoma cells; HT-1080-NT fibrosarcoma viability, CellTiter-Glo ATP luminescence, 48 h; 360,000 tested, 1.6% active; Potency, µM (doses to about 46.1 µM), for inactives: at the highest dose activity, negative = less viability, hits mostly cytotoxic; AID 686970;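 also: NT is the 2HG producing partner of a matched IDH1 knockdown line; 0% = DMSO-treated cells and -100% = media-only wells without cells; nearly all actives have a fitted effect of over 55% in size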
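Fibrosarcoma NT cells, 750 per well in 5% FBS RPMI, were exposed to compound for 48 hours. Viability: CellTiter-Glo luminescence.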
KB-3-1 tox: kills parental KB-3-1 adenocarcinoma cells; 400,000 tested, 1.4% active; KB-3-1 viability, CellTiter-Glo ATP luminescence, 72 h; Potency, µM (doses to about 46.1 µM), without a hit: at the highest dose activity change, negative = cytotoxic, hits mostly cytotoxic; also: % is scaled to controls: 0 for no effect and ±100 for the full control effect; nearly all actives have a fitted effect of over 60% in size
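Multi-concentration cytotoxicity screen in KB-3-1 cells grown in DMEM lacking phenol red with 10% FBS. After 72 h at 37 °C with compound, ATP-dependent luminescence was recorded.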
HT1080 IDH1KD tx: toxicity to HT-1080 IDH1 knockdown cells (counter line); 360,000 tested, 2% active; AID 686971; HT-1080 IDH1 knockdown viability, ATP luminescence, 48 h; Potency, µM (highest dose often 46.1 µM), inactives show top-dose activity, negative = toxicity, most hits filed as cytotoxic;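 also: 0% = DMSO wells and -100% = cell-free medium wells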
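% activity derives from luminescence (CellTiter-Glo), normalised to DMSO and no-cell wells. HT-1080-IDH1KD cells, 750/well, had 48 h compound exposure at 37 °C.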
GLP1R cytotox: cytotoxicity counter-screen for GLP-1 receptor inverse agonists; 410,000 tested, 0.13% active; AID 624418; HEK293 cAMP-luciferase reporter cells, luminescence, 24 h; Potency, µM (series often up to 38.3 µM), without a hit: at the top dose activity change, negative = inhibition, hits mostly inhibitors;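 also: loss of luciferase light is scored as toxicity; % is scaled to controls: 0 for no effect and ±100 for the full control effect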
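MLSMR compounds, 24 hr on cells at 37 deg C/5% CO2; luminescence after luciferase reagent (12 min RT). Inhibition counted as the undesired cytotoxic outcome.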
SW480 rerep: inducers of DNA re-replication in SW480 colon cancer cells; SW480 DNA re-replication, Hoechst DNA content imaging, 48 h; Potency, µM (highest dose often 46.1 µM), for inactives: at the top dose re-replication activation, most hits filed as activators; 340,000 tested, 1.8% active; also: % of control where 0% means no effect; nearly all actives have a fitted effect of over 55% in size
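Quantitative HTS format with DMSO vehicle controls; 48 hr drug incubation at 37 C, then 40 min Hoechst staining and scanning imager measurement at 405 nm excitation.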
* = called active by the depositor; & = joins results of further samples; [ ] = dose if it differs, or a comment. Calls follow the shape of the dose curve; as a rule, active = well fitted curve in the direction sought with a large enough effect; inconclusive = small, poorly fitted or top-dose-only effect, or another doubt; inactive = no such curve, though single readings can be large; an effect the other way counts as inactive or inconclusive. Potency is read from the fitted curve at half-maximal effect.

What do the screens show for `O=C(NCCc1ccccc1)C1CC(=O)N(C2CCCCCC2)C1` (stereo not drawn)?
TDP43 rescue: -12%; KB-V1 MDR tox: -17%; GLP1R ag: -2%; GLP-1R inv ag: 0%; HT1080-NT tox: 6%; KB-3-1 tox: 10%; HT1080 IDH1KD tx: 2%; GLP1R cytotox: 14%; SW480 rerep: -2%

How did Cc1ccc(C2(C)NC(=O)N(CC(=O)N3CCN(S(=O)(=O)c4ccc(Cl)s4)CC3)C2=O)cc1 (stereo not drawn) do in these assays?
TDP43 rescue: 9%; KB-V1 MDR tox: inconclusive; GLP1R ag: -11%; GLP-1R inv ag: inconclusive; HT1080-NT tox: -4%; KB-3-1 tox: inconclusive; HT1080 IDH1KD tx: -9%; GLP1R cytotox: 2%; SW480 rerep: 6%

How did COC(=O)c1cccc(CSc2nc3ccccc3[nH]2)c1 do in these assays?
TDP43 rescue: 10%; KB-V1 MDR tox: inconclusive; GLP1R ag: 13%; GLP-1R inv ag: inconclusive; HT1080-NT tox: 0%; KB-3-1 tox: -13%; HT1080 IDH1KD tx: -12%; GLP1R cytotox: 6%; SW480 rerep: -6%

Results for C[C@@H](c1ccccc1)N1C[C@@H](COCc2ccccc2)Oc2cc(N3CC[C@H](N(C)C)C3)ccc2S1(=O)=O ?
TDP43 rescue: 18%; KB-V1 MDR tox: 18%; GLP1R ag: 6%; GLP-1R inv ag: 2%; HT1080-NT tox: 2%; KB-3-1 tox: inconclusive; HT1080 IDH1KD tx: 12%; GLP1R cytotox: 3%

Results for CSCC[C@H](NC(=O)NCCC1=CCCCC1)C(=O)O ?
TDP43 rescue: 6%; KB-V1 MDR tox: 2%; GLP1R ag: -2%; GLP-1R inv ag: 9%; HT1080-NT tox: 8%; KB-3-1 tox: 0%; HT1080 IDH1KD tx: 12%; GLP1R cytotox: -6%; SW480 rerep: -5%

What do the screens show for `Cc1nn(-c2ccc(N3CCOCC3)nn2)c(C)c1CCC(=O)N1CCN(C)CC1`?
TDP43 rescue: 1%; KB-V1 MDR tox: 11%; GLP1R ag: 0%; GLP-1R inv ag: 0%; HT1080-NT tox: 8%; KB-3-1 tox: 29%; HT1080 IDH1KD tx: 20%; GLP1R cytotox: -4%; SW480 rerep: -5%

How did Cc1ccc(C)c(N2CCN(C(=O)C34CC5CC(C3)CC(n3nnc(C)n3)(C5)C4)CC2)c1 do in these assays?
TDP43 rescue: inconclusive; KB-V1 MDR tox: inconclusive; GLP1R ag: -23%; GLP-1R inv ag: inconclusive; HT1080-NT tox: inconclusive; KB-3-1 tox: inconclusive; HT1080 IDH1KD tx: inconclusive; GLP1R cytotox: -14%; SW480 rerep: 5%

What do the screens show for `N#Cc1ccccc1N=C1CCCN1Cc1ccccc1`?
TDP43 rescue: -3%; KB-V1 MDR tox: -20%; GLP1R ag: 0%; GLP-1R inv ag: inconclusive; HT1080-NT tox: 5%; KB-3-1 tox: 10%; HT1080 IDH1KD tx: -3%; GLP1R cytotox: -20%; SW480 rerep: -3%

Results for O=C(NCCN1C(=O)S/C(=C\c2cccnc2)C1=O)C1CC(=O)N(Cc2ccco2)C1 (stereo not drawn) ?
TDP43 rescue: -10%; KB-V1 MDR tox: 0%; GLP1R ag: 3%; GLP-1R inv ag: -11%; HT1080-NT tox: -5%; KB-3-1 tox: -3%; HT1080 IDH1KD tx: 0%; GLP1R cytotox: -1%; SW480 rerep: -115%[inhibitor]

How did Cc1ccc(OCC(=O)Nc2ccc3nc(SCC(=O)N4CCc5ccccc54)sc3c2)cc1 do in these assays?
TDP43 rescue: 12%; KB-V1 MDR tox: -13%; GLP-1R inv ag: 25%; KB-3-1 tox: -2%; GLP1R cytotox: 0%

How did CC(=O)NC1CC2CCCC(C1)N2S(=O)(=O)c1ccccc1 (stereo not drawn) do in these assays?
TDP43 rescue: 2%; KB-V1 MDR tox: 13%; GLP1R ag: -9%; GLP-1R inv ag: 13%; HT1080-NT tox: 7%; KB-3-1 tox: -2%; HT1080 IDH1KD tx: 1%; GLP1R cytotox: 0%; SW480 rerep: -1%

How did Cc1cc(=O)[nH]c(N/N=C/c2ccc(C)o2)n1 do in these assays?
TDP43 rescue: 0%; KB-V1 MDR tox: 16%; GLP1R ag: 1%; GLP-1R inv ag: 7%; HT1080-NT tox: 9%; KB-3-1 tox: -5%; HT1080 IDH1KD tx: 23%; GLP1R cytotox: 0%; SW480 rerep: -7%

Continued (3 carried over from the part before).
How did Cc1ccc(OCC(=O)Nc2ccc3nc(SCC(=O)N4CCc5ccccc54)sc3c2)cc1 do in these assays?
TDP43 rescue: 12%; KB-V1 MDR tox: -13%; GLP-1R inv ag: 25%; KB-3-1 tox: -2%; GLP1R cytotox: 0%

How did CC(=O)NC1CC2CCCC(C1)N2S(=O)(=O)c1ccccc1 (stereo not drawn) do in these assays?
TDP43 rescue: 2%; KB-V1 MDR tox: 13%; GLP1R ag: -9%; GLP-1R inv ag: 13%; HT1080-NT tox: 7%; KB-3-1 tox: -2%; HT1080 IDH1KD tx: 1%; GLP1R cytotox: 0%; SW480 rerep: -1%

How did Cc1cc(=O)[nH]c(N/N=C/c2ccc(C)o2)n1 do in these assays?
TDP43 rescue: 0%; KB-V1 MDR tox: 16%; GLP1R ag: 1%; GLP-1R inv ag: 7%; HT1080-NT tox: 9%; KB-3-1 tox: -5%; HT1080 IDH1KD tx: 23%; GLP1R cytotox: 0%; SW480 rerep: -7%

How did O=C(COC(=O)c1ccc(OC(F)F)cc1)NCCCN1CCCC1=O do in these assays?
TDP43 rescue: -1%; KB-V1 MDR tox: 5%; GLP1R ag: -2%; GLP-1R inv ag: 6%; HT1080-NT tox: 2%; KB-3-1 tox: -47%; HT1080 IDH1KD tx: -3%; GLP1R cytotox: 4%; SW480 rerep: 4%

How did O=C(Nc1nnc(N2CCCCCC2)s1)c1cc(-c2ccc(Br)cc2)on1 do in these assays?
TDP43 rescue: -2%; KB-V1 MDR tox: 0%; GLP1R ag: 5%; GLP-1R inv ag: -11%; HT1080-NT tox: 2%; KB-3-1 tox: -9%; HT1080 IDH1KD tx: -6%; GLP1R cytotox: 2%; SW480 rerep: -16%

How did CC1CCc2c(sc(NC(=O)CCc3nc4ccccc4c(=O)[nH]3)c2C#N)C1 (stereo not drawn) do in these assays?
TDP43 rescue: 14%; KB-V1 MDR tox: inconclusive; GLP1R ag: 1%; GLP-1R inv ag: 4%; HT1080-NT tox: 0%; KB-3-1 tox: 0%; HT1080 IDH1KD tx: 1%; GLP1R cytotox: 3%; SW480 rerep: -7%

Results for COC(=O)c1ccc(N=NN2CCCCC2)cc1 ?
TDP43 rescue: 1%; KB-V1 MDR tox: -3%; GLP1R ag: 9%; GLP-1R inv ag: -22%; HT1080-NT tox: inconclusive; KB-3-1 tox: 11%; HT1080 IDH1KD tx: 7%; GLP1R cytotox: 20%; SW480 rerep: -29%

What do the screens show for `CC1(c2ccc3ccccc3c2)NC(=O)N(CC(=O)N2CCN(Cc3ccc(C#N)cc3)CC2)C1=O` (stereo not drawn)?
TDP43 rescue: -15%; KB-V1 MDR tox: inconclusive; GLP1R ag: 3%; GLP-1R inv ag: inconclusive; HT1080-NT tox: inconclusive; KB-3-1 tox: -24%; HT1080 IDH1KD tx: -22%; GLP1R cytotox: 4%; SW480 rerep: inconclusive

What do the screens show for `CC(=O)c1cccc(NC(=O)Cn2c(=O)c(CNc3ccc(C)cc3)cc3cc4c(cc32)OCCO4)c1`?
TDP43 rescue: 18%; KB-V1 MDR tox: -6%; GLP1R ag: 8%; GLP-1R inv ag: 11%; KB-3-1 tox: 1%; GLP1R cytotox: 2%

What do the screens show for `CCC(=O)N1CCc2cc(S(=O)(=O)CCC(=O)N(C)c3ccc(OC)cc3)ccc21`?
TDP43 rescue: 5%&22%; KB-V1 MDR tox: -7%&-1%; GLP1R ag: 0%&-1%; GLP-1R inv ag: 16%&1%; HT1080-NT tox: 0%; KB-3-1 tox: 17%&1%; HT1080 IDH1KD tx: 1%; GLP1R cytotox: -15%&-1%; SW480 rerep: inconclusive

What do the screens show for `C/C(=N\NC(=O)c1ccc(CN2CCOCC2)cc1)c1cccc([N+](=O)[O-])c1`?
TDP43 rescue: 23%; KB-V1 MDR tox: 14%; GLP1R ag: 9%; GLP-1R inv ag: 6%; HT1080-NT tox: 1%; KB-3-1 tox: 20%; HT1080 IDH1KD tx: -2%; GLP1R cytotox: 4%; SW480 rerep: -11%

How did NC(=O)C1=C[C@H](c2ccc3c(c2)OCO3)C[C@H](OCc2ccc(CO)cc2)O1 do in these assays?
TDP43 rescue: -13%; KB-V1 MDR tox: -1%; GLP1R ag: 3%; GLP-1R inv ag: 12%; HT1080-NT tox: 0%; KB-3-1 tox: -15%; HT1080 IDH1KD tx: -2%; GLP1R cytotox: 1%; SW480 rerep: -7%

Results for CCCCNC(=O)C(=O)NC(C)CCc1ccccc1 (stereo not drawn) ?
TDP43 rescue: 19%; KB-V1 MDR tox: -11%; GLP1R ag: -4%; GLP-1R inv ag: -5%; HT1080-NT tox: 12%; KB-3-1 tox: 3%; HT1080 IDH1KD tx: 14%; GLP1R cytotox: 12%; SW480 rerep: -1%

How did COC(=O)[C@@H]1C(c2c(OC)cc(OC)cc2OC)=NO[C@H]1C(=O)OC do in these assays?
TDP43 rescue: -18%; KB-V1 MDR tox: 1%; GLP1R ag: -2%; GLP-1R inv ag: 15%; HT1080-NT tox: 10%; KB-3-1 tox: 8%; HT1080 IDH1KD tx: 8%; GLP1R cytotox: 5%; SW480 rerep: -699%[inhibitor]

Screening data (PubChem BioAssay)

Hits appear at their usual frequency. Share with any hit: about 9.4%.
